Compound activity deposited in PubChem by Sanford-Burnham Center for Chemical Genomics.
SENP6 block – SENP6 protease inhibitors, primary screen, biochemical, luminescence, uHTS. Recombinant SENP6 catalytic domain, aminoluciferin luminescence. inhibition, % at 10 µM. hit rate 1.8% among 330,000. AID 2599, 2010;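 active = inhibition above about 50% at the single tested dose, limit read from the data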;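 also: plate controls were DMSO wells with enzyme for no effect and DMSO wells lacking enzyme for full effect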
SENP1 inh – human SENP1 catalytic domain inhibitors, primary screen, biochemical, FRET, uHTS; Sentrin-specific protease 1 (Homo sapiens), Q9P0U3; recombinant SENP1 catalytic domain, CyPet-SUMO1-YPet FRET cleavage; inhibition, % at 10 µM; hit rate 0.21% among 360,000;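 active = inhibition at least 30% at 10 µM, raw YFP signal under a set limit, fluorescence ratio 0.5 to 1.5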;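 also: 0% = enzyme with DMSO and 100% = no enzyme wells; some results filed as inactive read as strong as hits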
Target sequence (Q9P0U3 419-644 limits assumed): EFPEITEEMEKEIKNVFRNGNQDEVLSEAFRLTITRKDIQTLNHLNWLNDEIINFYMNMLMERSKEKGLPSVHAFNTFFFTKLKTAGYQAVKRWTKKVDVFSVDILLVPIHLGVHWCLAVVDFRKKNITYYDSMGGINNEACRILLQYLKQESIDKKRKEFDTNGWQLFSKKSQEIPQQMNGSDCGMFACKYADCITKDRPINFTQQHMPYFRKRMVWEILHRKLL
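Test system: hSENP1 catalytic domain, recombinant; Amount: 20 pM final SENP1 enzyme; Medium: Tris pH 8 buffer plus EDTA, NaCl, BME, BSA, NP40, catalase; Schedule: 50 min enzyme reaction, room temperature, light-protected; Technique: FRET fluorescence in CFP and YFP emission channels; Controls: no-enzyme wells low, DMSO-plus-enzyme wells high control.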
SENP8 inh – human SENP8 protease inhibitors, primary screen, biochemical, fluorescence, Nedd8 protein substrate, uHTS. recombinant SENP8. inhibition, % at 20 µM. hit rate 0.64% among 360,000. AID 602440, 2012; in the data active = inhibition mostly above about 40%, no sharp cut-off; inactive = mostly below about 27%
Target sequence (Q96LD8 whole entry, looked up): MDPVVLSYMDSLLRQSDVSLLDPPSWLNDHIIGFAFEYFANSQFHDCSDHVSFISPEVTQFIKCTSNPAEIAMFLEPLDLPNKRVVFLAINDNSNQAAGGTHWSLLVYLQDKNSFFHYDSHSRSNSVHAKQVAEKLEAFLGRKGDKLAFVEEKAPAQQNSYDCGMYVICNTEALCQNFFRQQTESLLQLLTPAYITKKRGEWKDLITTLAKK
hIAP act – human IAP activators, primary screen, biochemical, luminescence, uHTS. hit rate 0.16% among 330,000. activation factor at 10 µM. Intestinal-type alkaline phosphatase (Homo sapiens), P09923. purified human IAP, CDP-Star luminescence, 30 min; hits give high values; 1 = vehicle-only enzyme, 0 = enzyme-free background. AID 2524, 2010;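 active = activation factor of the enzyme at least 2-fold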; also: the source names both 10 and 20 µM as test concentration; values of inactives mirror those of a sister screen read the other way
Target sequence (P09923 whole entry, looked up): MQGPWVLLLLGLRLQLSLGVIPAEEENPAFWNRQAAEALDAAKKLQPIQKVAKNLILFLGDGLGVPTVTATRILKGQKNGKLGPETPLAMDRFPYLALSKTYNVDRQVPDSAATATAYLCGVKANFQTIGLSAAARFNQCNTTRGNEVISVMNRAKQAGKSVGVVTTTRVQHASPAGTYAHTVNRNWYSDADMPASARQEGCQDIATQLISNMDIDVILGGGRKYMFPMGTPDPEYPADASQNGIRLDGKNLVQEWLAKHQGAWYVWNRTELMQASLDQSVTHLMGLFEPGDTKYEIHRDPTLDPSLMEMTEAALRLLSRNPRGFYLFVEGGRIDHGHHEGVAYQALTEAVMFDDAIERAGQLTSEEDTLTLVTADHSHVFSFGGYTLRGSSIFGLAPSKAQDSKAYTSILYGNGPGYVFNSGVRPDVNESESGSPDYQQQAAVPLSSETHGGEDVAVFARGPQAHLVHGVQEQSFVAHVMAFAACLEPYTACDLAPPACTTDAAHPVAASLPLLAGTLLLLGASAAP
PfGluPho inh – PfG6PD enzyme inhibitors, primary screen, biochemical, fluorescence intensity, uHTS; glucose-6-phosphate dehydrogenase-6-phosphogluconolactonase (Plasmodium falciparum 3D7); inhibition, % at 20 µM; hit rate 0.78% among 350,000; AID 504690, 2011; PfGluPho enzyme, NADPH resazurin-diaphorase fluorescence;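 active = inhibition reaching at least a set limit at 20 µM in the primary screen, cut at about 59% in these data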;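 also: 0% = DMSO wells with substrate and 100% = DMSO wells lacking glucose-6-phosphate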
GRIN3A LBD mod – binders of NR3A ligand-binding domain, primary screen, biophysical, differential scanning fluorimetry, uHTS. NR3A LBD differential scanning fluorimetry, Tm shift; 0% = protein alone, 100% = glycine-bound protein. Tm shift relative to glycine control, % at 25 µM. Glutamate receptor ionotropic, NMDA 3A (GRIN3A) ligand-binding domain. hit rate 2.5% among 340,000;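 active = melting temperature shift of at least 10% of the positive control shift, at one fixed dose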
MPTP block – mitochondrial permeability transition pore inhibitors, primary screen, biochemical, isolated mouse mitochondria, absorbance; Ca2+ swelling absorbance, 30 min; inhibition, % at 10 µM; hit rate 1.4% among 360,000;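 active = inhibition of 50% or more, scaled per plate between neutral and stimulator controls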;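 also: 0% = DMSO wells given calcium and 100% = 1 mM EGTA wells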
ATG4B inh – ATG4B protease inhibitors, primary screen, biochemical, fluorescence, uHTS. ATG4B cleavage of LC3-PLA2, NBD-HPC fluorescence, 1 h. inhibition, % at 8.33 µM. hit rate 0.51% among 340,000. AID 504462, 2011; in the data active = inhibition above about 40%
The depositor's hits bear a star; nt = no result given.

SMILES	SENP6 block	SENP1 inh	SENP8 inh	hIAP act	PfGluPho inh	GRIN3A LBD mod	MPTP block	ATG4B inh
CCC(C(=O)OCC(=O)c1ccc(OC)cc1OC)c1ccccc1 (configuration not stated)	11.4	0.3	-14.4	0.871	16.4	0.1	0.9	3.7
CC(C)CCNC(=O)C(c1ccncc1)N(C(=O)Cn1nnc(-c2ccc(F)cc2)n1)c1ccccc1F (configuration not stated)	7.7	1.4	7.1	0.875	11.2	-0.3	2.1	-8.9
CCOCC(O)CSCc1ccc(Cl)cc1 (configuration not stated)	-5.4	1.7	18.6	1	-10.1	1.1	0.7	-5.4
COC(=O)c1cn(Cc2c(C)cc(C)cc2C)nn1	-0.3	3.3	31.1	0.944	-5.2	2.0	-0.1	-1.7
CCN(CCCNC(=O)CCCCn1c(=O)[nH]c2ccccc2c1=O)c1ccccc1	-3.2	1.7	19.1	0.934	3.5	3.0	0.9	-14.0
CCCc1c(C(=O)Nc2ccc(F)cc2)cnn1-c1ccccc1	-5.7	-1.2	-2.4	0.96	35.1	2.0	2.8	-2.0
COc1ccc(-c2nnc(NC(=O)c3cccs3)s2)c(OC)c1	-29.1	1.2	-360.8	1.02	-22.1	-2.6	2.6	-0.4
O=C(c1cccc(S(=O)(=O)N2CCCC2)c1)N1CCN(c2ccccc2F)CC1	-11.7	0.0	14.5	1.02	-2.2	-1.2	-1.1	-8.0
CCCN(CC(=O)Nc1ccccc1OC)C(=O)c1cc(-c2ccccc2)nn1-c1ccccc1	-10.4	-0.1	0.0	1.07	17.3	-1.6	-3.0	7.6
O=C(NNC(=O)C12CC3CC(CC(C3)C1)C2)c1ccccc1F	-27.0	1.5	1.4	1.02	4.0	0.2	-0.3	1.5
COc1ccc(-c2ccc(C)cc2)cc1[C@H]1[C@H]2C=CC[C@@H](C)[C@@H]2C(=O)N1Cc1ccccc1	-4.8	1.0	-5.8	0.858	21.8	-1.2	-0.8	-8.9
Cc1c2ccccc2cc(Cc2ccccc2)[n+]1C	11.7	1.2	-106.3	0.962	0.7	-4.7	-0.4	-2.3
CCOc1ccc(CCNC(=O)Cn2ncn3nc(-c4ccc(OC)cc4)cc3c2=O)cc1	-7.9	3.0	-19.0	0.985	-4.8	-1.1	0.0	8.5
C=CCn1c(SCC(=O)NCC2CCCO2)nc2sc(CC)cc2c1=O (configuration not stated)	0.3	0.7	2.9	1.05	-14.2	-0.2	-0.3	5.4
O=C(Nc1ccc(N2CCN(C(=O)c3ccccc3)CC2)c(Cl)c1)c1ccc(Br)o1	-18.7	-1.0	8.4	0.897	34.4	-0.7	-1.5	3.5

Continued, starting with the last 4 of the part before.
SMILES	SENP6 block	SENP1 inh	SENP8 inh	hIAP act	PfGluPho inh	GRIN3A LBD mod	MPTP block	ATG4B inh
Cc1c2ccccc2cc(Cc2ccccc2)[n+]1C	11.7	1.2	-106.3	0.962	0.7	-4.7	-0.4	-2.3
CCOc1ccc(CCNC(=O)Cn2ncn3nc(-c4ccc(OC)cc4)cc3c2=O)cc1	-7.9	3.0	-19.0	0.985	-4.8	-1.1	0.0	8.5
C=CCn1c(SCC(=O)NCC2CCCO2)nc2sc(CC)cc2c1=O (configuration not stated)	0.3	0.7	2.9	1.05	-14.2	-0.2	-0.3	5.4
O=C(Nc1ccc(N2CCN(C(=O)c3ccccc3)CC2)c(Cl)c1)c1ccc(Br)o1	-18.7	-1.0	8.4	0.897	34.4	-0.7	-1.5	3.5
O=C(C[C@@H]1C/C=C\C[C@H](Cc2ccc(F)cc2)C(=O)OC[C@@H](c2ccccc2)NC1=O)NCCO	-13.1	2.7	13.7	1.01	-9.1	0.5	0.4	0.7
COc1cc(CCC(=O)Nc2nccs2)cc(OC)c1OC	-23.2	-0.8	26.4	0.967	-0.8	-0.5	-0.8	-1.0
CCNC(=S)Nc1ccc(Cc2ccncc2)cc1	-11.1	0.1	-5.7	1.03	-5.7	-1.5	-0.6	-6.2
CC(C)(C)C(=O)Nc1c2c(nc3c1CCC3)CCCC2	10.8	-1.3	15.0	0.99	2.7	-2.3	-0.8	-3.4
O=C(OCc1c(F)cccc1Cl)c1cccnc1Cl	-17.5	0.3	2.9	0.906	-4.7	1.3	1.5	-4.8
O=C(OCCc1ccccc1)c1cc(O)c(O)c(O)c1	18.7	-0.2	23.3	1.03	23.2	-7.0	3.5	-7.2
COc1ccccc1OCc1nc(Cc2ccc(Cl)cc2)no1	14.4	1.0	13.6	0.889	7.9	4.1	-1.9	-4.7
O=C(COc1ccccc1)NC1CCCc2ccccc21 (configuration not stated)	5.4	0.4	19.1	0.853	-10.1	-0.7	18.2	16.2
Cc1ccc(NC(=O)CSc2nnc(-c3ccoc3C)n2CCCN(C)C)cc1Cl	-19.8	0.6	15.4	1.06	6.9	0.5	0.2	-6.8
O=C(Nc1nccs1)c1ccc(S(=O)(=O)N2CCOCC2)cc1	-26.4	1.3	-2.8	0.982	4.4	0.4	-4.1	-1.4
Cc1cc(Nc2cccc(Cl)c2)nc(-c2ccccc2O)n1	-16.4	-2.9	-88.3	1.12	27.0	36.6*	2.1	-4.2
O=C(CSc1n[nH]c(-c2ccncc2)n1)c1cccc([N+](=O)[O-])c1	-21.6	-0.2	11.8	0.901	-13.9	-0.4	-1.8	13.9
Cc1ccc(C)c(N2CCN(C(=O)CCS(=O)(=O)c3cccc4nonc34)CC2)c1	-5.0	1.2	11.8	0.967	6.8	-1.3	0.6	0.2
O=C(NNC(=O)C1CCN(S(=O)(=O)c2ccc(Cl)cc2)CC1)c1ccc(Cl)cc1	16.1	2.3	5.1	1.3	-10.6	0.5	-1.3	-9.9
O=C(COC(=O)c1cc2ccccc2oc1=O)Nc1cccc(Br)c1	-12.9	-0.2	-217.9	1.1	-1.6	2.4	-1.5	4.6

In the list so far, these contain a thiophene ring, fused or not:
SMILES	SENP6 block	SENP1 inh	SENP8 inh	hIAP act	PfGluPho inh	GRIN3A LBD mod	MPTP block	ATG4B inh
COc1ccc(-c2nnc(NC(=O)c3cccs3)s2)c(OC)c1	-29.1	1.2	-360.8	1.02	-22.1	-2.6	2.6	-0.4
C=CCn1c(SCC(=O)NCC2CCCO2)nc2sc(CC)cc2c1=O (configuration not stated)	0.3	0.7	2.9	1.05	-14.2	-0.2	-0.3	5.4

The list goes on.
SMILES	SENP6 block	SENP1 inh	SENP8 inh	hIAP act	PfGluPho inh	GRIN3A LBD mod	MPTP block	ATG4B inh
O=C1CCCC2=C1C1(CCCCC1)N=C(Nc1nc3ccccc3o1)N2	0.5	1.2	-236.9	1.08	3.1	-2.2	0.8	66.2*
O=C(Nc1ccc(Nc2ccccc2)cc1)c1c(F)c(F)c(F)c(F)c1F	5.4	1.9	16.1	0.928	5.9	14.9*	17.6	0.5
CSC(=S)N/N=C(\C)c1ccccc1	13.7	2.3	-5.8	1.29	-0.8	-4.3	-1.1	-12.0
COC(=O)CSc1nc(N2CCOCC2)c2c(c1C#N)CC(C)(C)N(C)C2	-25.1	-23.9	-384.9	1.31	-1.5	0.6	-7.1	-1.8
CCOC(=O)/C(C#N)=C/c1c(N2CCN(CC)CC2)nc2c(C)cccn2c1=O	18.5	-12.7	-2.5	1.02	-6.4	2.5	-0.1	3.7
COc1ccc(S(=O)(=O)N2CCc3ccccc32)cc1C(=O)O	-6.1	1.8	-6.6	1.17	-0.1	-2.5	-0.4	4.7
COc1ccc(C2CC(c3cccs3)=NN2c2nc(-c3ccccc3)cs2)cc1OC (configuration not stated)	-28.1	-23.8	-231.5	0.913	3.7	2.1	-0.7	6.5
O=C(Nc1cccc([N+](=O)[O-])c1)C1CCN(C(=O)Cc2ccccc2)CC1	8.6	1.4	11.6	0.964	4.4	2.1	-2.1	-6.7
Cc1ccc2c(c1)N(CC(=O)NCC1CCCO1)C(=O)CO2 (configuration not stated)	6.5	2.1	0.2	0.898	0.7	-1.5	-2.1	3.3
O=C1[C@@H]2Cc3c([nH]c4ccccc34)CN2C(=O)CN1CCO	-1.4	-13.2	2.4	0.864	-12.3	-2.6	-0.1	12.8
Oc1ccc(-n2nnnc2SCc2c(F)cccc2Cl)cc1	nt	1.8	22.6	nt	-39.5	-10.6	1.9	2.4
Cc1ccc(NC(=S)Nn2cnnc2)c(C)c1	3.4	0.4	15.1	0.919	nt	nt	-1.7	nt
Cc1nc(-c2ccc(C(=O)N3CCOCC3)cc2)cs1	8.7	2.1	23.6	1.22	-8.7	-5.1	-0.2	-2.2
COc1ccccc1NC(=O)C(C)OC(=O)CC1CCCCC1 (configuration not stated)	-3.0	6.9	13.0	1.47	-1.0	2.5	-0.7	-58.3
Cc1ccc(C(=O)N2CCN(Cc3ccccc3)CC2)cc1S(=O)(=O)N1CCOCC1	-12.1	0.1	10.6	1.05	-0.8	0.7	-1.0	-9.0
O=C(CN(C(=O)c1csnn1)c1cccc2ccccc12)NCc1ccccc1	-27.4	2.9	-2.5	1.06	3.7	-0.6	-0.1	-1.2
CC1CCCN(c2nc3nonc3nc2N2CCCC(C)C2)C1 (configuration not stated)	-2.6	1.6	13.2	0.942	-12.1	-0.2	0.3	0.7
CCc1ccccc1NC(=O)CSc1nc2n[nH]c(C)c2c(=N)n1-c1ccc(OC)cc1	nt	0.3	-6.8	nt	0.5	-7.8	-4.5	-17.0
CC(C)(C)c1ccc(/C=C2\Oc3cc(OC(=O)N4CCOCC4)ccc3C2=O)cc1	8.5	-5.9	-69.6	0.887	25.9	3.2	1.4	-16.8
COc1ccc(NC(=O)CSc2nc3c(cc2C#N)CN(C)CC3)cc1	-2.9	-66.5	-225.6	0.953	17.4	-1.1	1.4	-1.4
O=C(COC(=O)C12CC3CC(CC(Cl)(C3)C1)C2)Nc1ccc2[nH]c(=O)[nH]c2c1	-15.0	0.4	7.8	0.965	3.8	0.4	1.2	-9.3
O=C(COC(=O)c1cnccn1)Nc1ccccc1-c1ccccc1	-3.9	-1.5	14.0	1.1	13.2	-0.8	-0.2	-7.5
CCc1ccc(OCC(O)Cn2c(N3CCCCC3)nc3c2c(=O)[nH]c(=O)n3C)cc1 (configuration not stated)	9.5	1.9	14.8	1.36	7.7	0.3	4.6	-6.9
CCC(=O)Nc1ccc(C(=O)n2ccc(C)n2)cc1	-10.6	1.2	4.3	1.17	3.8	0.2	-4.0	-5.1
COC(=O)[C@]1(C)N[C@H](CN(C)C(=O)C2CCCCC2)[C@@H]2C(=O)N(C)C(=O)[C@@H]21	-9.1	-0.7	11.8	1.38	-0.8	2.1	-1.2	-1.8
O=C(CC(c1ccccc1)c1cc(Br)ccc1O)NCc1ccco1 (configuration not stated)	-4.4	0.5	-2.4	1.18	-3.6	-5.5	1.3	19.4
COc1cccc(NC(=O)C2CCC(CNS(=O)(=O)c3cccc4cccnc34)CC2)c1 (configuration not stated)	-20.5	1.2	22.9	0.917	3.0	-12.8	0.5	-13.1
COc1ccc(NS(=O)(=O)c2cc(NC(=O)C(CC(C)C)NC(N)=O)ccc2N2CCOCC2)cc1 (configuration not stated)	nt	1.3	5.3	nt	-0.7	1.7	-1.7	-22.8
Cc1ccc(NC2=C/C(=N\S(=O)(=O)c3cccs3)c3ccccc3C2=O)c(C)c1	75.6*	2.6	115.9*	1.02	102.1*	8.5	8.3	56.3*
CC(C)(C)c1cc(NC(=O)Nc2ccc(Cl)cc2Cl)no1	-3.2	0.4	4.6	0.908	43.0	8.0	29.6	-1.1
O=C(C1CCN(S(=O)(=O)c2ccc(Cl)cc2)CC1)N1CCCCCCC1	7.6	-2.3	4.3	1.13	5.2	-1.2	0.8	4.0
CCn1c(NCc2cc(OC)ccc2OC)nc2ccccc21	-15.2	0.3	20.5	1.02	5.7	0.5	-0.8	-10.2
